aSyn yeast inh – qHTS of alpha-syn Inhibitors; Potency, µM (top dose mostly 46.1 µM), for the others: at the top dose growth rescue (activation), hits mostly activators; AID 652106, 2013; Yeast expressing alpha-synuclein, growth rescue, BacTiter-Glo, 24 h; 0.14% of 370,000 active; also: % of control where 0% means no effect; nearly all actives have a fitted effect of over 65% in size
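Rescue of yeast growth: cells expressing toxic alpha-synuclein, induced in galactose at OD600 0.02, incubated with compound 24 h at 30 C. ATP luminescence quantified growth; inhibitors of toxicity appear as activators.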
EPAC2 antagonist – qHTS for Antagonist of cAMP-regulated guanine nucleotide exchange factor 2 (EPAC2): primary screen. Rap guanine nucleotide exchange factor 4 (Homo sapiens), Q8WZA2. EPAC2 GEF exchange of Rap1B-BODIPY-GDP, fluorescence. Potency, µM (highest dose often 114 µM), inactives show top-dose activity, negative = inhibition, most hits filed as inhibitors. 0.18% of 360,000 active. AID 720708, 2013; also: % is scaled to controls: 0 for no effect and ±100 for the full control effect; nearly all actives have a fitted effect of over 45% in size; many of its hits are not listed in these tables
EPAC1 antagonist – qHTS for Antagonist of cAMP-regulated guanine nucleotide exchange factor 3 (EPAC1): primary screen; Rap guanine nucleotide exchange factor 3 (Homo sapiens), O95398; EPAC1 GEF assay, Rap1b-BODIPY-GDP exchange fluorescence; Potency, µM (top dose mostly 115 µM), for inactives: at the top dose activity change, negative = inhibition, usual class: inhibitors; 0.14% of 360,000 active;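 also: plate controls were vehicle for no effect and positive control for full effect; nearly all actives have a fitted effect of over 50% in size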
Target sequence (O95398 whole entry, looked up): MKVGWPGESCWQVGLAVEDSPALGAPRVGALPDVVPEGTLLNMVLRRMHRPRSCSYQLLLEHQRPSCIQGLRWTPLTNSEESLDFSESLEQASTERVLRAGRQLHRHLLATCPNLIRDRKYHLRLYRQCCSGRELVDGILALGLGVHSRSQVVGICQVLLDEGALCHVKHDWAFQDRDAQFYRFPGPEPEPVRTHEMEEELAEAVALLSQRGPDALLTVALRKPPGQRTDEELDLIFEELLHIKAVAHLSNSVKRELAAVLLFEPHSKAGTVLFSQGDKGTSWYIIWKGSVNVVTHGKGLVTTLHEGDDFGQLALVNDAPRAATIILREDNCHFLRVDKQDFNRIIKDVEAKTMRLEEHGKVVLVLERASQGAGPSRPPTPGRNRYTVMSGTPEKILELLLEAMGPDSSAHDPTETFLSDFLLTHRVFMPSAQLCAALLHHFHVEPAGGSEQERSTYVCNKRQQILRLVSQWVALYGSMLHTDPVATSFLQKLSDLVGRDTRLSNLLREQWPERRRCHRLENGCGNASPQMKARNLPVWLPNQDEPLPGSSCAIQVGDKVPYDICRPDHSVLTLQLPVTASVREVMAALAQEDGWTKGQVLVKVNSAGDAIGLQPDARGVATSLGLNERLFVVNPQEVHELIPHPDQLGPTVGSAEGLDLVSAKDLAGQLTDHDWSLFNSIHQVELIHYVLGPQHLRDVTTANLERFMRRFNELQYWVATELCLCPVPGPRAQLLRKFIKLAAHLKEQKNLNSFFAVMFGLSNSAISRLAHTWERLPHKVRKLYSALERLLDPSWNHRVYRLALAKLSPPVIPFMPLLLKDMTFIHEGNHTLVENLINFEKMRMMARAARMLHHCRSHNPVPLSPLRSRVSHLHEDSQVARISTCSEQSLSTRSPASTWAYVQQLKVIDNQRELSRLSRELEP
FUS yeast rescue – qHTS for Suppressors of FUS Proteinopathy: Primary screen using FUS-linked yeast assay | Potency, µM (top dose mostly 76.6 µM), without a hit: top-dose growth rescue (activation), usual class: activators | 0.24% of 390,000 active | AID 1347120, 2019 | S. cerevisiae FUS-expressing, growth rescue, OD600, 24 h;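 also: plate controls were DMSO vehicle for no effect and reference control for full effect; nearly all actives have a fitted effect of over 55% in size; some results filed as inactive show a strong effect at the top dose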
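Read-out: OD at 600 nm after 24hr at 30C, reporting rescue of FUS-induced yeast toxicity. Cells at OD 0.005 in galactose (2%) minimal medium; compounds tested in a dilution series; CP55940 titration from 92uM final as control.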
EPAC1 agonist – qHTS for Agonist of cAMP-regulated guanine nucleotide exchange factor 3 (EPAC1): primary screen; Rap guanine nucleotide exchange factor 3 (Homo sapiens), O95398; EPAC1 agonist qHTS, biochemical assay; response scale: 100% = response to 6.5 mM cAMP; Potency, µM (doses to about 154 µM), for inactives: top-dose activation, actives largely listed as activators; 0.073% of 360,000 active; AID 720707, 2013; also: nearly all actives have a fitted effect of over 60% in size
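EPAC1 100 nM, Rap1B–BODIPY-GDP 250 nM, unlabeled GDP 50 uM; compound titration; 5 min RT; kinetic read ex480/em540 at 5-min intervals ×30 min; data normalized to 6.5 mM cAMP agonist control.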
PTHR1 ag – qHTS for PTHR1 Agonists: Primary Screen. Parathyroid hormone/parathyroid hormone-related peptide receptor (Homo sapiens), Q03431. Potency, µM (top dose mostly 115 µM), without a hit: top-dose activation, most hits filed as activators. HEK293 GP2 PTHR1 cells, GloSensor cAMP luminescence, 1 h. 0.075% of 410,000 active. AID 743266, 2014; also: nearly all actives have a fitted effect of over 55% in size; some results filed as inactive show a strong effect at the top dose; inactives centre near -15; many of its hits are not listed in these tables
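HEK-293-derived GP2 cells expressing PTHR1 and a GloSensor cAMP reporter, 3,000/well, plated overnight, given luciferin plus IBMX (each 0.5 mM as added) for 1 h at 37 °C, then compound for 1 h at 37 °C. Luminescence was read after 15 min at room temperature.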
EPAC2 agonist – qHTS for Agonist of cAMP-regulated guanine nucleotide exchange factor 4 (EPAC2): primary screen | Potency, µM (series often up to 154 µM), for the others: at the top dose activation, usual class: activators | 0.079% of 360,000 active | Rap guanine nucleotide exchange factor 4 (Homo sapiens), Q8WZA2 | EPAC2 activation, biochemical qHTS; response scale: 100% = 6.5 mM cAMP response; also: nearly all actives have a fitted effect of over 50% in size
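Exchange assay: 100 nM EPAC2 with 250 nM Rap1B-BODIPY-GDP and 50 uM GDP. Fluorescence (ex 480/em 540 nm) read every 5 min for 30 min at room temperature. Data normalized to 6.5 mM cAMP as agonist control.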
TDP43 rescue – qHTS of TDP-43 Inhibitors; Potency, µM (series often up to 46.1 µM), inactives show at the top dose growth rescue (activation), hits mostly activators; AID 652104, 2013; 1.8% of 410,000 active; TDP-43 expressing yeast growth rescue, BacTiter-Glo, 24 h; also: % of control where 0% means no effect; nearly all actives have a fitted effect of over 50% in size
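Galactose-induced TDP-43 yeast, OD600=0.02, compound pinned; 24 hr, 30 deg C; BacTiter-Glo luminescence for growth. Inhibitors of TDP-43 toxicity read as activators.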
* = called active by the depositor; i = inactive; ? = inconclusive; . = no result given; [ ] = remark or other dose. Calls follow the shape of the dose curve; as a rule, active = well fitted curve in the direction sought with a large enough effect; inconclusive = small, poorly fitted or top-dose-only effect, or another doubt; inactive = no such curve, though single readings can be large; an effect the other way counts as inactive or inconclusive. Potency is read from the fitted curve at half-maximal effect. An excerpt; the hit share may differ from the screen's.

SMILES	aSyn yeast inh	EPAC2 antagonist	EPAC1 antagonist	FUS yeast rescue	EPAC1 agonist	PTHR1 ag	EPAC2 agonist	TDP43 rescue
CCOC(=O)C1CCN(S(=O)(=O)c2c(C)[nH]c(C)c2C(=O)N2CCCC2)CC1	-5%	9%	-2%	-12%	-5%	-6%	0%	-12%
COc1cc2c(cc1OC)CN(C1CCCN(Cc3cc(Cl)ccc3O)C1)CC2 (centres undefined)	-3%	-3%	1%	2%	9%	-42%[inhibitor]	12%	-6%
COc1ccc(/C=C(\NC(=O)c2ccc([N+](=O)[O-])cc2)C(=O)NCCCn2ccnc2)cc1	-10%	2%	-12%	11%	1%	-14%	1%	22%
CC(=O)NC(NC(=S)Nc1c(C)n(C)n(-c2ccccc2)c1=O)C(Cl)(Cl)Cl (centres undefined)	3%	0%	-7%	8%	8%	-1%	13%	12%
Cc1nc(NNC(=O)c2ccc(Cl)cc2Cl)cc(-c2ccccc2)n1	1%	2%	2%	23%	-9%	i	-2%	-11%
CCOCCCN(C(=O)c1ccco1)C(C(=O)NC1CCCC1)c1ccc(OC)cc1 (centres undefined)	-5%	3%	-1%	-13%	-6%	?	-1%	3%
O=C(OCC(=O)N1CCCc2ccccc21)c1ccc(Cl)nc1	0%	10%	-1%	.	-2%	-2%	3%	1%
CC(C)c1ccc(NC(=O)N2CCc3ccccc3C2)cc1	-12%	-11%	-12%	17%	12%	-24%	10%	-6%[9.22 µM]
COC(=O)Cc1ccc(OCc2ccc(Cl)nc2)cc1	-7%	-1%	-10%	-2%	4%	-38%[inhibitor]	-2%	16%[9.22 µM]
O=C(COC(=O)C1CCN(/C=C/C(=O)C(F)(F)F)CC1)Nc1cccc(F)c1	3%	-1%	-6%	15%	-3%	i	-3%	9%
O=C(NCCN1CCCCC1)Nc1ccccc1F	-10%	-7%	8%	-15%	-15%	-18%	8%	0%
CCNC(=O)c1ccc(NS(=O)(=O)c2ccc3[nH]c(=O)[nH]c3c2)cc1	3%	-8%	-9%	0%	17%	i	-1%	11%
COc1ccc(OC)c(CN2CCN(C(=O)c3cc4ccccc4cc3O)CC2)c1	7%	-13%	-5%	18%	6%	-10%	1%	-6%
NNC(=O)c1sccc1OCc1cccc(C(F)(F)F)c1	1%	7%	13%	29%	-5%	-36%[inhibitor]	-2%	-12%
Cn1c(C(=O)NCCc2ccsc2)cc2c(=O)n(C)c3ccccc3c21	-1%	6%	-7%	3%	5%	-27%	2%	?
CC(C)COP(=O)(OCC(C)C)C(Nc1ccccc1)c1ccc2c(c1)OCO2 (centres undefined)	10%	-5%	-11%	.	-5%	-19%	-1%	-8%
Cn1c(SCc2c(F)cccc2Cl)nc2ccccc2c1=O	4%[1.84 µM]	-8%	11%	-4%	-15%	-14%	24%	14%
CC(=O)N1CCN(c2ccc(NC(=O)c3cccc(OCc4ccccc4)c3)cc2)CC1	3%	-4%	-8%	-8%	0%	-16%[57.5 µM]	0%	7%
CC(C)(C)NC(=O)C1CCC(CNc2c(N3CCCCC3)c(=O)c2=O)CC1 (centres undefined)	-7%	19%	7%	1%	-2%	i	-3%	-5%
Cc1noc(NS(=O)(=O)c2ccc(N/C=C/C(=O)c3cccnc3)cc2)c1C	20µM*	-6%	-15%	5%	11%	i	3%	-1%
Cc1nn(C)cc1C(C(=O)NC1CCCCC1)N(C(=O)Cc1cccs1)c1ccc(F)cc1 (centres undefined)	-4%	17%	0%	39%	-7%	i	4%	3%
CCCCn1c(-c2ccc(OC(F)F)cc2)nc2c1c(=O)[nH]c(=O)n2CC(C)C	8%	-12%	3%	8%	-3%	i	-8%	-10%
CN1CCCN(C(=O)/C=C/c2ccc(F)cc2)CC1	-3%	13%	-23%	20%	-2%	i	6%	11%
CCOC(=O)c1c(NC(=O)CCc2ccc(CC)o2)sc(C)c1C	6%	-5%[57.1 µM]	-18%	27%	5%	i	6%	2%
CC(=O)/C(=N\Nc1ccc(C)cc1)Sc1nncn1C	-1%	1%	-9%	6%	-16%	i	4%	12%
CN(C(=O)COC(=O)c1ccc(Cl)c(S(=O)(=O)N2CCCCC2)c1)C1(C#N)CCCCC1	-8%	6%	-10%	4%	-9%	i	4%	-14%
COc1ccc(S(=O)(=O)NCC2CCCN(C(=O)c3ccco3)C2)cc1 (centres undefined)	-2%	-3%	13%	28%	-7%	i	12%	3%
COCCCn1c(=NC(=O)c2ccncc2)c(C#N)cc2c(=O)n3cccc(C)c3nc21	0%	-8%	-13%	11%	-5%	i	-4%	-10%
CC(=O)OCC(=O)C1CCC2C3CCC4=CC(=O)C=CC4(C)C3CCC12C (centres undefined)	17%	13%	6%	.	-7%	i	5%	-22%
COc1ccc(-c2ncccc2OC(=O)C23CC4CC(CC(C4)C2)C3)cc1	-12%	-8%	-3%	39%	3%	i	5%	?
O=C(NC1CCCC1)C(c1ccc(N2CCOCC2)cc1)N(Cc1ccccc1)C(=O)c1ccco1 (centres undefined)	5%	1%	-7%	-9%	2%	-15%[57.5 µM]	13%	-2%
COc1ccc(C)cc1NC(=O)CCCNC(=O)Cn1cnc2sc(C)c(C)c2c1=O	0%	1%	-8%	?	-2%	-12%	3%	-4%
O=C(CN1C(=O)NC(Cc2ccccc2)C1=O)Nc1ccc(OC(F)F)cc1 (centres undefined)	2%	14%	6%	19%	-10%	-11%	3%	-15%
COC(=O)C1=C(O)/C(=C\c2cc(C)n(-c3ccc(F)cc3)c2C)N=C1C	3%	7%	9%	?	-11%	0%	-5%	-15%
COc1ccccc1NC(=S)N(Cc1ccccc1)Cc1cccs1	-3%	3%	-14%	8%	-1%	-18%	5%	-6%
CCCOn1nnnc1-c1ccccc1	0%	-2%	-13%	-15%	0%	1%[57.5 µM]	8%	4%
O=[N+]([O-])c1ccc(Cl)c(S(=O)(=O)Nc2cccc(-c3ccc(N4CCCC4)nn3)c2)c1	2%	-2%	-14%	32%	8%	-34%[inhibitor]	0%	-6%
Cc1ccc2c(c1)c(N1CCCC1=O)c(C(=O)Nc1ccc(F)cc1F)n2C	-6%	.	.	-23%	.	-29%	.	19%
COC(=O)C1N[C@@H]([C@@H](NC(=O)COc2ccccc2)C(=O)NCc2ccc(OC)cc2)SC1(C)C (some centres undefined)	-1%	-10%	-15%	18%	3%	-36%[inhibitor]	3%	8%
COc1cc(/C=N/n2cnnc2)ccc1OC(=O)c1ccco1	-5%	0%	-13%	-1%	9%	-74%	12%	4%
CSc1ccccc1NC(=O)NCCCl	-19%	2%	-6%	29%	6%	i	-1%	-4%
CNC(=O)c1c(NC(=O)c2cccc(C)c2)sc2c1CCC2	-8%	-26%	-6%	24%	11%	-25%	15%	14µM*
O=C(N/N=C/c1cccnc1)c1cc2ccccc2cc1O	-5%	2%	4%	?	-6%	-16%	-5%	1%
COc1ccc(Cl)cc1S(=O)(=O)NCc1cccnc1	4%	-2%	3%	-14%	0%	i	-1%	-26%
CSc1ccccc1C(=O)OCC(=O)N1CCCC1=O	-10%	-4%	-5%	.	9%	-17%	11%	25%
Cc1ccc(NC(=O)C2CCCN(S(=O)(=O)c3c(C)noc3C)C2)c(Br)c1 (centres undefined)	0%	1%	-26%	20%	-4%	-22%	0%	1%
CSCCC(NC(=O)COc1ccccc1)C(=O)N1CCC(C(N)=O)CC1 (centres undefined)	4%	4%	12%	-17%	8%	-10%	1%	13%
COc1ccc(NC(=O)COc2ccccc2)cc1NC(=O)c1ccco1	3%	5%	-4%	-2%	-1%	-8%	10%	11%
CC1CCN(C(c2cccs2)c2nnnn2Cc2ccccc2)CC1 (centres undefined)	1%	-2%	-20%	-20%	-5%	-6%	7%	5%
CCC(C)NC(=O)c1cc(-c2ccccc2O)on1 (centres undefined)	-1%	-1%	-2%	-18%	-2%	-11%	2%	20%
COc1ccc(-c2nsc3c(N4CCN(S(=O)(=O)c5ccccc5F)CC4)ncnc23)cc1	-3%	-15%	-14%	30%	9%	i	9%	-21%
Cc1ccccc1-c1cccc([C@@H]2C[C@H]3C(CN2)CON3C)c1 (some centres undefined)	6%	-6%	-3%	-26%	-4%	i	12%	12%
CCCN(CCC)C(=O)CC(c1ccccc1)c1cc(C)ccc1O (centres undefined)	3%	-1%	-3%	31%	5%	-11%[57.5 µM]	1%	-3%
O=C(CN1C(=O)C2C3C=CC(C3)C2C1=O)Nc1cccc(S(=O)(=O)N2CCCC2)c1 (centres undefined)	8%	-13%	-5%	.	1%	-11%	11%	16%
Cc1cc2c(s1)CCCCC(=O)N2	-2%	5%	4%	-34%	12%	i	-16%	9%
N#Cc1c(N)nc2c(c1-c1ccc(Br)s1)CCCC2	-2%	4%	-1%	.	-2%	-11%	6%	12%
CSc1ncccc1C(=O)OCC(=O)NC1CCCCC1	3%	7%	-3%	-7%	-15%	i	3%	18%

Given as labelled records: entries from further up.
O=C(CN1C(=O)C2C3C=CC(C3)C2C1=O)Nc1cccc(S(=O)(=O)N2CCCC2)c1 (centres undefined)
  aSyn yeast inh: 8%
  EPAC2 antagonist: -13%
  EPAC1 antagonist: -5%
  FUS yeast rescue: .
  EPAC1 agonist: 1%
  PTHR1 ag: -11%
  EPAC2 agonist: 11%
  TDP43 rescue: 16%
O=C(CN1C(=O)NC(Cc2ccccc2)C1=O)Nc1ccc(OC(F)F)cc1 (centres undefined)
  aSyn yeast inh: 2%
  EPAC2 antagonist: 14%
  EPAC1 antagonist: 6%
  FUS yeast rescue: 19%
  EPAC1 agonist: -10%
  PTHR1 ag: -11%
  EPAC2 agonist: 3%
  TDP43 rescue: -15%
COc1ccc(/C=C(\NC(=O)c2ccc([N+](=O)[O-])cc2)C(=O)NCCCn2ccnc2)cc1
  aSyn yeast inh: -10%
  EPAC2 antagonist: 2%
  EPAC1 antagonist: -12%
  FUS yeast rescue: 11%
  EPAC1 agonist: 1%
  PTHR1 ag: -14%
  EPAC2 agonist: 1%
  TDP43 rescue: 22%
